Compound activity: PubChem, NCI
Growth percent in the NCI-60 one-dose screen (48 h, 10 µM unless noted): 100 = growth as untreated, 0 = no growth, -100 = all killed.
HL-60(TB) – HL-60(TB) leukemia cells; actives 9% (n = 78,000); AID 1794776; active = growth percent below 10
Numbers without * were called inactive; ! = not confirmed by another sample; [ ] = dose if it differs, or a comment.

SMILES | HL-60(TB)
CCOC(=O)CC1CSC(N/N=C/c2ccc(O)cc2)=N1 (stereo unspecified) | 98
CCOC(=O)CSCC(N)=O | 128
COC1CC(C)C(Cl)C(C)C1/C=C/C(=O)O (stereo unspecified) | 88
c1ccc(OC2CCCCC2N2CCOCC2)cc1 (stereo unspecified) | 100
Cc1ccc(N(C(=O)C2CC2c2ccc(F)c(F)c2)C(C(=O)NCCN2CCOCC2)c2ccc(Br)cc2)cc1 (stereo unspecified) | 97
Cc1cc(C(=O)O)cc(C)c1N | 96
Oc1cccc2c(O)cccc12 | 68
CN(Cc1ccccc1)c1nc(Cl)c(C2CC(c3ccc(F)cc3)=Cc3[nH][nH]c(=O)c32)s1 (stereo unspecified) | 103
CNCc1cccc(C)n1 | 95
CC(C)c1ccc(OC(=O)N(C)C)cc1 | 94
CN(C)c1ccc(C(=C2C=CC(=[N+](C)C)C=C2)c2ccccc2Cl)cc1 | 9.1*
CCOC(=O)C1=NN2C(O)C3(C)CC(C(=O)OCC)=NN3C(O)C2(C)C1 (stereo unspecified) | 132
O=C(/C=C/c1cccc(Br)c1)c1ccc(Nc2nc(N3CCCCC3)nc(N3CCCCC3)n2)cc1 | 93
Cc1ccc(S(=O)(=O)Nc2ccc(Br)cc2C(N)=O)cc1 | 79
CSCC(N)C(=O)O (stereo unspecified) | 99
COc1cc(/C=C/C(=O)c2c(C)nc3ccccc3c2/C=C/c2ccccc2)cc(OC)c1OC | -6.8*
CC(=O)NS(=O)(=O)c1ccc(N=C=S)cc1 | 108
CCN(CC)CCCCO | 103
COc1cc(C2C=C(c3ccc(NCc4nccc(OCC(F)(F)F)c4C)cc3)NC(N)=N2)cc(OC)c1OC (stereo unspecified) | 66
C#CCOC(=O)c1ccc(C)cc1 | 98
O=C(CN1CCCCC1)c1ccccc1 | 105
CCOC(=O)C1=C(N)Oc2c(sc3c(CC)cccc23)C1c1ccc(OC)cc1 (stereo unspecified) | 85
O=C(O)CN(CCN(CC(=O)O)CC(=O)O)CCN(CC(=O)O)CC(=O)O | -51*!
CN(C)CCCNc1nn2c(=O)c3ccccc3nc2c2ccccc12 | 27
CC1=NCCN1CCc1ccccc1 | 76
C=CC(C)(CCC=C(C)C)OC(=O)/C=C/c1ccccc1 (stereo unspecified) | 93
N#Cc1ncc(Cl)c2ccccc12 | 66
COc1ccc(/C=N/NC(=O)Cn2nnc3ccccc32)cc1 | 105
CC(=O)N1N=C(c2ccccc2)CC1c1[nH]c(C)c(C(=O)NCC(F)(F)F)c1C (stereo unspecified) | 100
Nc1nc(C(=O)N/N=C/c2ccc(O)cc2)nn1-c1ccc(S(N)(=O)=O)cc1 | 99
CC[C@]12C=CCN3CC[C@@]4(c5ccc(OC)cc5N(C)[C@H]4[C@@](O)(C(=O)OC)[C@@H]1OC(=O)CCCC[P+](c1ccc(OC)cc1)(c1ccc(OC)cc1)c1ccc(OC)cc1)[C@@H]32 | -45*
CCNc1nc(-c2ccc(Cl)c(OC)c2)c(-c2ccnc(NCCCNS(=O)(=O)c3ccc(Cl)cc3)n2)s1 | 35
COc1ccc(C(=O)COc2ccc3c(c2)O/C(=C\c2ccccc2)C3=O)cc1 | 77
CC(=O)O[C@@H]1C[C@H](C)CC[C@H]1C(C)C | 124
O=C(Cc1ccc(Cl)cc1)c1ccccc1 | 87
Cc1ccc(S(=O)(=O)/C(C#N)=C/NC(=S)Nc2ccc(S(N)(=O)=O)cc2)cc1 | 102
O=C(/C(=C\c1ccccc1)CBr)c1ccccc1 | 69
CC1CN(C2CCCCC2)C(=S)N(c2ccccc2)C1=O (stereo unspecified) | 85
c1ccc2c(Nc3cccc4ccccc34)cccc2c1 | 19
N#CCCCc1cn(-c2ncc(-c3ccc(C(F)(F)F)cc3)c(NC3CCCCCC3)n2)nn1 | 81

A section from further up, for reference:
SMILES | HL-60(TB)
CC1CN(C2CCCCC2)C(=S)N(c2ccccc2)C1=O (stereo unspecified) | 85
c1ccc2c(Nc3cccc4ccccc34)cccc2c1 | 19
N#CCCCc1cn(-c2ncc(-c3ccc(C(F)(F)F)cc3)c(NC3CCCCCC3)n2)nn1 | 81

Next part.
SMILES | HL-60(TB)
COc1ccc(-c2nnc(/C=C/c3cn(-c4ccccc4)nc3-c3ccccc3)o2)cc1 | 114
CC1COc2c(N3CCN(C)CC3)c(F)cc3c(=O)c(C(=O)N/N=C/c4cc[nH]c4)cn1c23 (stereo unspecified) | 20
Cc1ccc(C(C)(C)O)cc1 | 106
O=c1oc2cc(NCCO)ccc2cc1-c1nc2ccccc2[nH]1 | 19
N=c1c2cc(-c3ccccc3)oc2ncn1NC(=O)c1cccnc1 | 125
CC1(C)CC[C@]2(C(=O)O)CC[C@]3(C)C(=CCC4[C@@]5(C)C[C@@H](O)[C@@H]6OC(c7ccc([N+](=O)[O-])cc7)OC[C@@]6(C)C5CC[C@]43C)C2C1 (stereo partly specified) | 107
COc1cc([C@@H]2c3cc4c(cc3[C@H](OC(C)=O)[C@H]3COC(=O)[C@H]23)OCO4)cc(OC)c1OC | -25*
O=C(N/C(=C\c1ccc(/C=C(\NC(=O)c2ccccc2)C(=O)N2CCCCC2)cc1)C(=O)N1CCCCC1)c1ccccc1 | 97
CCOc1cccc2cc(C(=O)CSc3nc4ccccc4c(=O)n3-c3ccccc3)c(=O)oc12 | 78
CCC(C)N(CCNc1cc(OC)cc2cccnc12)CC(C)C (stereo unspecified) | 74
O=C(O)c1cocc1C(=O)O | 106
C#CCOc1ccc2ncnc(NCc3cccc(NC(=O)CCl)c3)c2c1 | 20[8.25 µM]
COC(=O)C1=NN(c2ccccc2)C2=CNc3c(C)cccc3N21 | 92
COc1ccc(CCNc2ncnc3c2ncn3[C@H]2CC3C(CO)C2C[C@@H]3Cl)cc1 (stereo partly specified) | 95
CCSCC1CC(O)(c2c(C)nn(Cc3ccccc3)c2C)C(=O)O1 (stereo unspecified) | 115
C/C(CC(C)(C)N1CC1)=N\NC(=O)Nc1cccc2ccccc12 | 78
O=C1NCC(c2cc3ccc(Cl)cc3[nH]c2=O)Nc2ccccc21 (stereo unspecified) | 111
NCCCC(C(=O)O)(c1ccccc1)c1ccccc1 | 90
C[C@@H](CO)OCOCc1ccccc1 | 129
CC[N+](CC)(CC(=O)NC)Cc1ccc([N+](=O)[O-])cc1 | 96
O=[N+]([O-])c1ccc(N(CCO)CCO)c2c1no[n+]2[O-] | -33*
CC1(C)[C@H](C(=O)O)CC[C@]1(C)C(=O)O | 54
Cc1cc(=O)oc2cc(OCC(O)CNN3C(=O)c4cccc5c(NCc6ccccc6)ccc(c45)C3=O)ccc12 (stereo unspecified) | 101
COc1ccc2c(c1)C(=O)C1(CC2)OC1c1cccnc1 (stereo unspecified) | 100
N=C(N)c1ccc(-c2ccc(-c3ccc(Cl)cc3)s2)s1 | -59*
N#Cc1c(N2CCOCC2)nc2sc3cccc(Cl)c3n2c1=N | 101
COc1ccc(-c2nnc(/N=C3/C(=O)Nc4ccc(Br)cc43)o2)cc1 | 60
CCCNc1nnc(COc2ccc(CNC(=O)CCCC/C=C/C(C)C)cc2OC)o1 | 87
COC(=O)c1ccc2c(c1)C(=O)N(Cc1ccc(S(N)(=O)=O)cc1)C2=O | 92
COc1c(C2CC(=O)Nc3c2c(C)nn3-c2nc3ccccc3[nH]2)cc2c(c1OC)OCO2 (stereo unspecified) | 21
CC(C)(C)C(=O)N1CC(=O)N2c3ccccc3C(=O)C3C=CC2(C1)O3 (stereo unspecified) | 91
COc1cc(C(C)n2cc(-c3ccccc3)nn2)ccc1OC1CCCC1 (stereo unspecified) | 53
CNC(=O)Oc1ccc(C(C)=O)cc1 | 70
CCOC(=O)c1ccc(NC(=O)CS(=O)(=O)c2ccc(C)cc2)cc1 | 103
N#CCCN(CCO)CCO | 91
CC1CCN(CCCCOc2ccc(-c3ccc(C#N)cc3)cc2)CC1 | 67
Nc1nc(=S)ss1 | 88
CC(=O)Oc1c[nH]c2ccccc12 | 81
CCCCCN(CCCCC)C(=O)c1ccccc1 | 50
CSc1nc(-c2ccco2)c(C#N)c(-n2nc(C)cc2C)n1 | 81
COc1nc2c(c(=O)n1C)CN(Cc1ccccc1)C(=O)C(c1ccccc1)N2 (stereo unspecified) | 95
Nc1ccc(CCCCc2ccc(Cl)c(S(=O)(=O)F)c2)c(Cl)c1 | 97
CC(C)(C)n1cc(-c2ccnc(NCCNS(=O)(=O)c3cccc4ccccc34)c2)c(-c2ccccc2)n1 | 63
COc1cc2c3c(n([C@H]4CCOC4)c(=O)c2cc1OC)-c1cc2c(cc1C3=O)OCO2 | 25
COc1cc(/C=N/c2cc(C(C)(C)C)nn2-c2ccccc2)ccc1O | 84
COc1ccc(C(=O)c2ccccc2C(=O)c2ccccc2)cc1 | 100
COc1cccc(-c2nc3cnccn3c2NCCN2CCOCC2)c1 | 108
CCCCCCCCCCCCCCCc1ccc(OCC(O)CO)cc1 (stereo unspecified) | 79
COc1ccc(/C=C/C=C/C(=O)c2ccc(NC(=S)Nc3ccccc3)cc2)cc1 | 121
Nc1nc(SCc2ccccc2)c2ncn(C3OC(CO)C(O)C3O)c2n1 (stereo unspecified) | 102
Cc1cc2nccnc2cc1C | 99
O=NN(Cc1cccnc1)Cc1cccnc1 | 103
Cc1ccc2c(C(C[N+](=O)[O-])c3ccccc3)c(-c3ccccc3)[nH]c2c1 (stereo unspecified) | -10*[9.5 µM]
O=C(/N=c1\oc2ccccc2cc1-c1cc2ccccc2[nH]1)Nc1ccccc1 | 101
O=C(CCc1nnc2sc(-c3ccc(O)cc3)nn12)c1nc2ccccc2[nH]1 | 104
O=C1NC(=O)C(=Cc2cc(O)ccc2O)C(=O)N1 | 62
COc1ccc(NC(=O)c2sc3nc(C(C)C)ccc3c2N)cc1 | 66
COc1ccccc1NC(=O)NCN1CCOCC1 | 106
CC1(C)N=C(N)N=C(N)N1c1cccc(OCCCOc2cccc(NC(=O)CBr)c2)c1 | 115
CC1NC(C)c2ccc3ccccc3c2O1 (stereo unspecified) | 99
New compounds follow:
SMILES | HL-60(TB)
CC1(C)CC[C@]2(C(=O)NCCNCCN)CC[C@]3(C)C(=CC[C@@H]4[C@@]5(C)CCC(=O)C(C)(C)[C@@H]5CC[C@]43C)[C@@H]2C1 | -53*
COc1ccc2c(c1)OC(N)=C(C#N)C2c1ccc(F)c(F)c1 (stereo unspecified) | -18*
O=C1O[C@H](CO)[C@@H]2[C@H]1[C@H]2C(=O)c1cccs1 | 106
COc1cc2c(cc1-c1c(C)noc1C)ncc1nc(CN3CCOCC3)n([C@H](C)COC(F)F)c12 | 22
Cc1cc(N(C)C)nc(Nc2ccc(NC(=O)Nc3ccccc3)cc2)n1 | 97
CCN(CC)CCN1CNC(=S)NC1 | 79
COc1ccc(-c2nc3ccc(-c4nnc(SCC(=O)Nc5ccc(/C(C)=N\O)cc5)o4)cc3[nH]2)cc1OC | 100
CCOC(=O)C(C(=O)OCC)C(C(=O)OCC)(C(=O)OCC)C(C(=O)OCC)C(=O)OCC | 98
CCC(=O)OC(C)CNC(=O)C(C)OC(=O)CC (stereo unspecified) | 111
Clc1ccc(N2N=C(c3cccc(Nc4ccncc4)c3)CC2c2ccccc2)cc1 (stereo unspecified) | 85
CC(C)CN1CCC(=O)NC1=O | 92
Cc1[nH]c(/C=C/C(=O)c2ccccc2)c(C)c1C(=O)NCC(F)(F)F | 87
Nc1ccc(S(=O)(=O)O)c2cccc(S(=O)(=O)O)c12 | 83
O=C(/C=C/c1cc2ccccc2[nH]1)CC(=O)/C=C/c1cc2ccccc2[nH]1 | 61
CCCCCCCCSCCO | 102
O=C(Nc1cccc(C(F)(F)F)c1)OC1CC2CC1C1CC3OC3C21 (stereo unspecified) | 83
CCOC(=O)n1cc(-c2nonc2-c2cn(C(=O)OCC)c3ccc(OC)cc23)c2cc(OC)ccc21 | 99
Cc1nc2ccccc2[nH]c1=S | 104
C=CCc1c(N(C)c2ccccc2)ncnc1-n1c(C)nc2ccccc21 | 96
COC(=O)[C@H]1CCCN1C(C(=O)NC(C)(C)C)c1c(C)c(-c2c(C)cc3c(C(C(=O)NC(C)(C)C)N4CCC[C@@H]4C(=O)OC)c(OC)c(OC)cc3c2OC)c(OC)c2cc(OC)c(OC)cc12 (stereo partly specified) | 105
Cn1cnc2nc[nH]c2c1=O | 97
O=S(=O)(c1ccc(N/N=C\c2ccc(Cl)c(Cl)c2)cc1)c1ccc(N/N=C/c2ccc(Cl)c(Cl)c2)cc1 | 95
CCCCCCCCCCCCCCCC(=O)NCCOC(C)=O | 98
COc1cc(C)cc(C#N)c1O | 109
NCC(=O)NC(CO)C(=O)O (stereo unspecified) | 109

Of the compounds above, 15 contain an NH in an aromatic ring:
SMILES | HL-60(TB)
CN(Cc1ccccc1)c1nc(Cl)c(C2CC(c3ccc(F)cc3)=Cc3[nH][nH]c(=O)c32)s1 (stereo unspecified) | 103
CC(=O)N1N=C(c2ccccc2)CC1c1[nH]c(C)c(C(=O)NCC(F)(F)F)c1C (stereo unspecified) | 100
CC1COc2c(N3CCN(C)CC3)c(F)cc3c(=O)c(C(=O)N/N=C/c4cc[nH]c4)cn1c23 (stereo unspecified) | 20
O=c1oc2cc(NCCO)ccc2cc1-c1nc2ccccc2[nH]1 | 19
O=C1NCC(c2cc3ccc(Cl)cc3[nH]c2=O)Nc2ccccc21 (stereo unspecified) | 111
COc1c(C2CC(=O)Nc3c2c(C)nn3-c2nc3ccccc3[nH]2)cc2c(c1OC)OCO2 (stereo unspecified) | 21
CC(=O)Oc1c[nH]c2ccccc12 | 81
Cc1ccc2c(C(C[N+](=O)[O-])c3ccccc3)c(-c3ccccc3)[nH]c2c1 (stereo unspecified) | -10*[9.5 µM]
O=C(/N=c1\oc2ccccc2cc1-c1cc2ccccc2[nH]1)Nc1ccccc1 | 101
O=C(CCc1nnc2sc(-c3ccc(O)cc3)nn12)c1nc2ccccc2[nH]1 | 104
COc1ccc(-c2nc3ccc(-c4nnc(SCC(=O)Nc5ccc(/C(C)=N\O)cc5)o4)cc3[nH]2)cc1OC | 100
Cc1[nH]c(/C=C/C(=O)c2ccccc2)c(C)c1C(=O)NCC(F)(F)F | 87
O=C(/C=C/c1cc2ccccc2[nH]1)CC(=O)/C=C/c1cc2ccccc2[nH]1 | 61
Cc1nc2ccccc2[nH]c1=S | 104
Cn1cnc2nc[nH]c2c1=O | 97

The list is partial; count on the stated rates, not on these rows.
